NR2E3 ag-1 = activates human photoreceptor nuclear receptor NR2E3; inhibition of corepressor binding, % at 4.78 µM; GST-NR2E3/biotin-RetCOR TR-FRET, 1536-well; 320,000 tested, 0.12% active; AID 2300;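 active = percent inhibition above the cutoff of mean plus 3 SD of all tested compounds, set per screening campaign, cut at about 20% in these data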;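 note: 0% = DMSO wells and 100% = biotin wells as full block of FRET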
Target sequence (Q9Y5X4 whole entry, looked up): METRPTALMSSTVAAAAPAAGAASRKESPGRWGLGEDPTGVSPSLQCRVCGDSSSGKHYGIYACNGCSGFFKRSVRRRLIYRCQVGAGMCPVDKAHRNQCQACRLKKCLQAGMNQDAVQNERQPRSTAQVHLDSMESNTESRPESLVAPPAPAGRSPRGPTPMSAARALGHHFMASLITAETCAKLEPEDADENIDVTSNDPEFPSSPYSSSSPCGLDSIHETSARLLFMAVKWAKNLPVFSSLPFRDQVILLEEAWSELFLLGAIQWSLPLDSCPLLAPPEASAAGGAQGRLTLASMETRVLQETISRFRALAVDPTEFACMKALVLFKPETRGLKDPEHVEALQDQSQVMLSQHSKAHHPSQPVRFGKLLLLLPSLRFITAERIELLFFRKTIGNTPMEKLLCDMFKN
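Test system – NR2E3–RetCOR corepressor complex · Quantity – NR2E3 fusion 1.35 nM · Buffer or medium – Tris pH 7.5 · Incubation – Compound–protein incubation for 5 h at 4 °C · Technique – TR-FRET, Eu(K)-anti-GST donor, streptavidin-D2 acceptor, ex 340, em 617/671 nm · Evaluation – percent inhibition of 671/617 nm emission ratio versus biotin and DMSO controls · Plate – 1536-well format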
hiPSC survival = enhancers of human iPSC single-cell survival | hiPSC single-cell survival, ATPlite luminescence; 100% = ROCK inhibitor wells, 0% = DMSO | survival enhancement, % at 20 µM | 360,000 tested, 0.044% active | AID 602274; in the data active = survival enhancement above about 18%;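 note: cells exposed to compounds for 16 hours before the ATP read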
Vif imaging = inhibitors of HIV Vif; HEK293T cells, Vif self-association by quenched fluorescence, imaging, 24 h; inhibition, % at 7.49 µM; 340,000 tested, 0.35% active; AID 602346; in the data active = inhibition above about 50%, passing the limit was not always enough; inconclusive = no clear call, values can overlap the other calls; inactive = below about 31%; note: some results filed as inactive read as strong as hits
PDI inh = inhibitors of human protein disulfide isomerase; P07237; PDI insulin aggregation turbidity, A650, 90 min; inhibition, % at 10 µM; 350,000 tested, 0.052% active; AID 588391;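 active = mean inhibition across replicates of 30% or more, whatever share of single replicates reach that level; inconclusive = mean inhibition below 30% while every single replicate reaches 30%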;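 note: absorbance from insulin aggregation driven by PDI reduction with DTT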
Target sequence (P07237 whole entry, looked up): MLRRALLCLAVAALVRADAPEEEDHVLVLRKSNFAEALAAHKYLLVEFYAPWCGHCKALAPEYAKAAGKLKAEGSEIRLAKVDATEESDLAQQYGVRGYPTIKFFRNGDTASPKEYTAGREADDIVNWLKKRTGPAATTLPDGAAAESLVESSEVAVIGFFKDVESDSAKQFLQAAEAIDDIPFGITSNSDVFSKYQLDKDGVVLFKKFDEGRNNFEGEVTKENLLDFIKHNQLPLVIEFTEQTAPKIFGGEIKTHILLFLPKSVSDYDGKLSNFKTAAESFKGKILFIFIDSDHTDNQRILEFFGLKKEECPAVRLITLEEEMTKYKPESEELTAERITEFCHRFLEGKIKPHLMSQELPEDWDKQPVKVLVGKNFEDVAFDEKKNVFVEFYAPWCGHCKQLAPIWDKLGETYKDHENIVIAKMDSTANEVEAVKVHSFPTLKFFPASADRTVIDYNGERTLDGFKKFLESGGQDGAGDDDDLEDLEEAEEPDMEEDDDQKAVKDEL
MITF TRPM1 inh = reduces MITF-dependent TRPM1 promoter luciferase signal. 330,000 tested, 0.83% active. SK-MEL-5 TRPM1 promoter luciferase, 24 h. AID 488899. inhibition, % at 12.5 µM;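 active = mean inhibition across replicates of 60% or more, whatever share of single replicates reaches that level; inconclusive = some that reach 60%, reason not given; inactive = mean inhibition across replicates below 60%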; note: values of inactives mirror those of a sister screen read the other way
NR2E3 ag-2 = activates human NR2E3 receptor; Q9Y5X4; CHO-S Gal4-NCOR/VP16-NR2E3 two-hybrid, luciferase; inhibition of corepressor binding, % at 3.98 µM; 360,000 tested, 0.35% active; AID 602229;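 active = inhibition above the mean of all tested compounds plus 3 SD, cut at about 70% in these data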;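 note: 0% = DMSO with NR2E3 transfected cells and 100% = cells lacking NR2E3 construct; higher means lower luciferase signal from less NR2E3 corepressor binding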
Peg3 prom inh = inhibitors of Peg3 promoter; HeLa PEG-Prom luciferase reporter, luminescence, overnight; inhibition, % at 20 µM; 360,000 tested, 1.7% active;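 active = inhibition of at least 50% at 20 µM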
Granule exo inh = lytic granule exocytosis inhibition | TALL-104 LAMP-1 surface exposure, flow cytometry; cells stimulated with thapsigargin and PMA | 360,000 tested, 0.66% active | inhibition, % at 10 µM | AID 651702;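 active = inhibition above about 55%, limit read from the data; inconclusive = no clear call, values can overlap the other calls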
aDG glyco act = alpha-DG glycosylation activation; Pro5-aDG cells, alpha-DG glycosylation AlphaScreen (IIH6); 0% Pro5, 100% B10-LARGE cell signal; activation, % at 10 µM; 360,000 tested, 0.22% active;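 active = activation of at least 8% versus controls, or a plate z-score of at least 8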;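 note: Pro5 are CHO cells carrying HIG-tagged alpha-DG that lacks glycosylation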
CaV13 ICDI inh = Primary screen for inhibitors of IQ motif and Ca2+-dependent inactivation inhibitor domain binding in CACNA1D, Förster resonance energy transfer in living cells, …; inhibition, % at 12.3 µM; HEK cells, CFP/YFP FRET ICDI-IQ, plate reader, 10 min; percent FRET-ratio fall versus neutral wells; 340,000 tested, 0.098% active;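 active = mean replicate inhibition of at least 30% and at least 1% of replicates passing that level; inconclusive = only one of the two criteria is met; inactive = neither criterion is met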;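 note: 0% = median of the neutral control wells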
HIF-2a block = inhibitors of HIF-2a; inhibition, % at 18.8 µM; AID 624352; 360,000 tested, 0.72% active; 786-0 RCC cells HIF-2a reporter, luciferase luminescence, overnight;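 active = inhibition of the luminescence signal of 40% or more relative to plate controls, in a single-dose primary screen at 18.75 µM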
The depositor's hits bear a star; ? = inconclusive; nt = not tested or not shown.

SMILES	NR2E3 ag-1	hiPSC survival	Vif imaging	PDI inh	MITF TRPM1 inh	NR2E3 ag-2	Peg3 prom inh	Granule exo inh	aDG glyco act	CaV13 ICDI inh	HIF-2a block
O=C(Cn1c(CO)nc2ccccc21)NC1CCCCCC1	-1	-0.4	9	3	-12	-26	19	2	-0.1	nt	12
CCOC(=O)C1CCN(Cc2c(O)ccc3ccccc23)CC1	3	1.8	-2	0	7	-2	3	3	0.1	-5	33
C/C(=C\c1ccccc1)C(=O)N1CCN(Cc2ccc3c(c2)OCO3)CC1	7	1.1	-2	13	1	4	9	8	0.0	-4	5
CCN(CC)c1ccc(C=C(c2nnnn2-c2ccccc2)c2nnnn2-c2ccccc2)cc1	-4	2.1	27	4	1	-17	13	4	-0.5	-11	10
CCCOc1ccc(N2C(=O)CC(N(Cc3ccco3)C(=O)CC)C2=O)cc1 (stereo unspecified)	0	0.4	12	5	-4	-5	2	-2	0.0	-16	13
CCCCN(C)C(=O)c1nc2ccccn2c1CN1CCN(c2cnccn2)CC1	-1	0.8	0	5	-8	-12	-9	-2	-0.1	1	14
Cc1cc(F)ccc1S(=O)(=O)Nc1ncnc2sc3c(c12)CCC3	1	-0.3	-1	1	-1	9	8	-5	0.0	-4	7
CN(c1ccc(C(=O)NC2CCCCC2)cc1)S(=O)(=O)c1ccccc1	1	-0.6	-14	-7	5	-7	6	-2	-0.5	-7	0
O=C(OCC(=O)c1ccc(Cl)s1)c1cnccn1	3	0.0	-3	-4	6	-5	4	0	0.2	nt	-11
CCOCCCn1c(C)nc2c(c1=O)c1nc3ccccc3nc1n2-c1ccc(C)cc1	5	4.4	1	-7	-2	-7	22	-3	-0.1	-4	-23
CC(=O)N1CCN(C(=O)/C(C#N)=C/c2ccc3c(c2)OCO3)CC1	0	-0.5	1	-5	-2	-3	-14	21	0.0	-3	1
CN(C)S(=O)(=O)N1CCN(c2cccc(Cl)c2)CC1	3	3.7	-6	4	3	0	12	-2	0.3	-6	1
Cc1c(Cc2ccccc2)c(=O)n2c([nH]c3ccccc32)c1C#N	5	0.4	-6	-2	3	30	46	4	0.0	-2	9
CC(=O)c1c(C)oc2c1cc(NS(=O)(=O)c1ccc(C(=O)O)cc1)c1ccccc12	0	-0.6	-10	-2	19	-22	18	1	-0.1	-3	7
Cc1oc(C(C)(C)C)cc1C(=O)NCc1ccc2c(c1)OCO2	2	0.6	-6	-1	9	-13	3	1	0.2	-20	8
CC(NC(=O)NCCCC(=O)O)(C(F)(F)F)C(F)(F)F	-1	5.1	1	2	0	16	4	2	-0.4	nt	18
C=CCNC(=O)C(=O)NCCOc1ccccc1Cl	2	2.4	0	-9	1	-15	-2	23	-0.2	-5	-44
CC(=O)Nc1cccc(NC(=O)CCc2ccccc2)c1	-1	-0.6	9	?	-5	-10	-23	8	0.2	nt	-31
CCCn1c(SCC(=O)NC(C)(C)C)nnc1-c1ccco1	-2	-2.0	2	5	-4	-21	8	-2	-0.4	0	7
CCCCN1C(=O)CC(Sc2ccccc2C(=O)O)C1=O (stereo unspecified)	0	-1.3	nt	-6	0	-6	21	-1	0.0	-9	13
O=C(Nc1nnc(S(=O)(=O)Nc2ccccc2)s1)C1CCCCC1	3	2.8	-5	0	6	-23	1	2	0.0	-6	8
O=C(NCCc1ccccc1)C1CCN(S(=O)(=O)N2CCCCCC2)CC1	3	-0.2	-8	-3	-5	29	-25	14	0.3	-7	-20
N#CCCn1c(C(C#N)(CCC#N)CCC#N)nc2ccccc21	-1	0.3	-5	2	-3	-13	-32	-2	-0.1	-7	-9
COc1cc(OC)cc(C(=O)NCC(=O)N2CCC(C)CC2)c1	4	-2.1	20	10	-10	-17	5	-4	-0.2	-4	17
OC(c1ccccc1)c1nccc2ccccc12 (stereo unspecified)	2	0.3	0	5	11	-18	8	0	-0.3	1	11

Remaining list, next part.
SMILES	NR2E3 ag-1	hiPSC survival	Vif imaging	PDI inh	MITF TRPM1 inh	NR2E3 ag-2	Peg3 prom inh	Granule exo inh	aDG glyco act	CaV13 ICDI inh	HIF-2a block
COc1ccc(CN(C(=S)Nc2ccccc2)C2CC(=O)N(c3ccccc3)C2=O)cc1 (stereo unspecified)	0	-2.1	4	-2	-1	-25	-7	1	-0.1	-3	-16
Cc1ccc(CN(C(=O)c2csnn2)C(C(=O)NC2CCCC2)c2cccnc2)cc1 (stereo unspecified)	5	0.8	-4	5	-7	10	14	-7	0.0	-3	8
COc1cccc(C2C(C#N)=C(N)Oc3c2oc(CO)cc3=O)c1OC (stereo unspecified)	-2	-1.1	33	-3	6	-25	17	1	-0.1	-5	19
Cc1ccc(NC2=C(N3CCCCC3)C(=O)c3ccccc3C2=O)cc1	3	-3.3	-1	3	32	-52	3	0	0.7	nt	-154
CCOc1cc(C(C(=O)NCC2CCCO2)N(C(=O)Cn2nnc3ccccc32)c2ccc(C(C)=O)cc2)ccc1O (stereo unspecified)	2	-0.7	3	-6	-7	-30	-16	23	0.0	-7	-3
CCOc1ccccc1C(=O)NCC(=O)OCc1csc(CC(=O)Nc2ccc(C)cc2)n1	-2	1.7	1	5	-24	-47	-64	-4	-0.1	-6	-90
CS(=O)(=O)N(CC(=O)N1CCc2ccccc2C1)c1cccc(F)c1	0	0.1	-2	8	-3	-4	2	-13	0.1	-2	13
COc1ccc2cc(-c3ccccc3)c(=O)oc2c1	2	-0.6	2	0	-61	-229	-313	-7	0.3	-15	-176
CCN(CC)C(=O)c1ccc(C(=O)c2ccccc2)cc1	-2	1.0	-10	-6	-12	-28	-44	0	0.1	-10	-41
CCOC(=O)c1c(C)nc(C)c(C(=O)OCC)c1-c1ccc(Br)cc1	-3	2.8	-3	-1	17	-9	19	-1	0.0	-4	25
NC(=O)c1ccccc1NC(=O)CN1CCN(Cc2ccc(Cl)cc2Cl)CC1	-1	-0.2	-7	-3	11	11	11	-2	0.1	-6	1
Cc1ccc(C(=O)O/N=C(\N)c2ccc(Br)cc2)cc1C	-1	1.3	11	1	-50	-22	-218	0	0.3	-8	-257
CC(C)[C@H](NC(=O)OCc1ccccc1)C(=O)OCC(=O)c1ccccc1	nt	1.8	-17	8	-79	-6	-19	-3	0.3	-13	-97
COc1ccc(Oc2nnc(C)c3ccccc23)cc1	2	-2.6	16	-4	-84	-109	-282	5	0.4	-5	-240
Cc1onc(-c2ccccc2)c1C(=O)OCC(=O)c1ccccc1	0	0.4	1	-11	1	-18	3	14	0.3	-5	18
C/C(CC(=O)Nc1ccc2c(c1)OCCO2)=N\NC(=O)Cc1ccc(Cl)cc1	0	-0.5	-8	8	9	-10	0	21	-0.1	-2	-12
N#Cc1ccc(OCC(=O)N2CCCC2=O)cc1	-1	-1.0	2	2	3	-21	12	7	-0.4	-2	2
O=C(NCc1ccc2c(c1)OCO2)C(=O)Nc1cc2c3c(c1)CC(=O)N3CCC2	-1	-0.5	5	0	-6	-15	-8	-6	-0.1	-6	8
CC(Oc1ccc(F)cc1)C(=O)Nc1cccc(-c2nn[nH]n2)c1 (stereo unspecified)	-2	0.1	-8	-2	-2	-10	18	0	-0.4	-2	19
COc1cc(OC)cc(C(=O)N2CCCC(Nc3ccc(F)cc3)C2)c1 (stereo unspecified)	-2	-0.4	-4	-2	-9	-15	21	6	0.2	-6	9
COc1ccccc1NC(=O)Cn1nnc(-c2ccccc2NC(=O)c2cnccn2)n1	4	-0.5	32	0	-6	-13	32	-11	0.3	-5	22
Cc1ccc(S(=O)(=O)N/N=C\c2ccc(C)o2)cc1	-1	-1.4	6	-7	7	-8	23	0	0.1	-10	13
O=C(O)c1nccnc1C(=O)Nc1ccc(Oc2c(Cl)cccc2Cl)nc1	-3	-0.6	2	-1	-2	0	-2	5	0.0	-1	17
CC(C)Cn1cnc2c1c(=O)n(CC(O)c1ccccc1)c(=O)n2CC(C)C (stereo unspecified)	2	-2.1	4	-1	-6	0	19	0	0.0	-12	-15

12 compounds from above, sorted by count of non-hydrogen atoms, smallest number first:
SMILES	NR2E3 ag-1	hiPSC survival	Vif imaging	PDI inh	MITF TRPM1 inh	NR2E3 ag-2	Peg3 prom inh	Granule exo inh	aDG glyco act	CaV13 ICDI inh	HIF-2a block
N#Cc1ccc(OCC(=O)N2CCCC2=O)cc1	-1	-1.0	2	2	3	-21	12	7	-0.4	-2	2
CN(C)S(=O)(=O)N1CCN(c2cccc(Cl)c2)CC1	3	3.7	-6	4	3	0	12	-2	0.3	-6	1
COc1ccc(Oc2nnc(C)c3ccccc23)cc1	2	-2.6	16	-4	-84	-109	-282	5	0.4	-5	-240
CCN(CC)C(=O)c1ccc(C(=O)c2ccccc2)cc1	-2	1.0	-10	-6	-12	-28	-44	0	0.1	-10	-41
Cc1oc(C(C)(C)C)cc1C(=O)NCc1ccc2c(c1)OCO2	2	0.6	-6	-1	9	-13	3	1	0.2	-20	8
CC(Oc1ccc(F)cc1)C(=O)Nc1cccc(-c2nn[nH]n2)c1 (stereo unspecified)	-2	0.1	-8	-2	-2	-10	18	0	-0.4	-2	19
CS(=O)(=O)N(CC(=O)N1CCc2ccccc2C1)c1cccc(F)c1	0	0.1	-2	8	-3	-4	2	-13	0.1	-2	13
C/C(CC(=O)Nc1ccc2c(c1)OCCO2)=N\NC(=O)Cc1ccc(Cl)cc1	0	-0.5	-8	8	9	-10	0	21	-0.1	-2	-12
Cc1ccc(CN(C(=O)c2csnn2)C(C(=O)NC2CCCC2)c2cccnc2)cc1 (stereo unspecified)	5	0.8	-4	5	-7	10	14	-7	0.0	-3	8
COc1ccc(CN(C(=S)Nc2ccccc2)C2CC(=O)N(c3ccccc3)C2=O)cc1 (stereo unspecified)	0	-2.1	4	-2	-1	-25	-7	1	-0.1	-3	-16
CCOc1ccccc1C(=O)NCC(=O)OCc1csc(CC(=O)Nc2ccc(C)cc2)n1	-2	1.7	1	5	-24	-47	-64	-4	-0.1	-6	-90
CCN(CC)c1ccc(C=C(c2nnnn2-c2ccccc2)c2nnnn2-c2ccccc2)cc1	-4	2.1	27	4	1	-17	13	4	-0.5	-11	10

Assay outcomes (PubChem BioAssay)

The order is random, and some 3.5% of all compounds hit somewhere here.
